FBPA Giardia inh: qHTS Assay for Inhibitors of Fructose-1,6-bisphosphate Aldolase from Giardia Lamblia | purified Giardia FBPA | 290,000 tested, 0.71% active | Potency, µM (top dose mostly 59.6 µM), inactives show top-dose activity, negative = inhibition, usual class: inhibitors | A8B2U2; note: potency is the fitted concentration of half-maximal effect; nearly all actives have a fitted effect of over 55% in size
Target sequence (A8B2U2 whole entry, looked up): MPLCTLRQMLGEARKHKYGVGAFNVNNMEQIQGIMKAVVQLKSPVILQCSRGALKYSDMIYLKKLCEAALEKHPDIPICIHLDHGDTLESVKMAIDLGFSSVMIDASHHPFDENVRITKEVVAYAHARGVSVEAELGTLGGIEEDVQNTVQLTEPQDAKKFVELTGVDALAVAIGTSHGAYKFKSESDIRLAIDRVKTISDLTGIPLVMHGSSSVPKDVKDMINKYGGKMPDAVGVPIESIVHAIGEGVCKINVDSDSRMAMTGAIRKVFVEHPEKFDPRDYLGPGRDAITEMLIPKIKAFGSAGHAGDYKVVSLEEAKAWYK
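40 nM FBPA preincubated 10 min at RT with compound (up to 57.5 uM final), then substrate plus GAPDH/TPI/NAD/arsenate coupling and diaphorase/resazurin added. Fluorescence read after 20 min at RT, 525/598 nm.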
AmpC inh detg: qHTS Inhibitors of AmpC Beta-Lactamase (assay with detergent); AmpC hydrolysis of nitrocefin, absorbance 480 nm, 0.01% Triton; P00811; 370,000 tested, 0.041% active; Potency, µM (top dose mostly 114 µM), for inactives: at the highest dose activity change, negative = inhibition, most hits filed as inhibitors; AID 485294, 2010;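 note: potency is the fitted concentration of half-maximal effect; 0% = no-compound wells and -100% = no-enzyme wells; nearly all actives have a fitted effect of over 25% in size; some results filed as inactive show a strong effect at the top dose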
Target sequence (P00811 whole entry, looked up): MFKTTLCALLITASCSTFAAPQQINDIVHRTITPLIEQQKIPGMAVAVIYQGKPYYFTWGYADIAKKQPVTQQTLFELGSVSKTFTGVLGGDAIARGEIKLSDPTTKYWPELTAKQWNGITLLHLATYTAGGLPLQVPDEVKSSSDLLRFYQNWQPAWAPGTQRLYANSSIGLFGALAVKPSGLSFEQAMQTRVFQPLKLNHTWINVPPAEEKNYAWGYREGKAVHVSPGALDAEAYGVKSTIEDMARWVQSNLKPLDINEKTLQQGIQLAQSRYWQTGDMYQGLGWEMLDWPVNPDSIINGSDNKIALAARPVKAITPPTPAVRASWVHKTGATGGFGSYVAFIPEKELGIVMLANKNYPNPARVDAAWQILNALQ
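AmpC (5.3 nM in the dispensed reagent) in 20 mM phosphate pH 7.0 with 0.01% (detergent screen) or 0.0001% Triton X-100 was preincubated with compounds for 15 min at room temperature. Nitrocefin was then added from an 800 uM solution, and hydrolysis was followed at 480 nm.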
AMA1 RON2 block: qHTS for Inhibitors of AMA1-RON; Towards Development of Antimalarial Drug Lead: Primary Screen | AlphaScreen AMA1-biotinylated RON2 peptide binding | Potency, µM (highest dose often 58.2 µM), for inactives: top-dose activity change, negative = inhibition, hits mostly inhibitors | 360,000 tested, 0.2% active;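 note: potency is the fitted concentration of half-maximal effect; 0% = vehicle wells and -100% = peptide control; nearly all actives have a fitted effect of over 45% in size; some results filed as inactive show a strong effect at the top dose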
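AMA1 (3D7) with his tag at 25 nM final met compounds first, then biotinylated RON2 peptide at 25 nM; detection used donor plus acceptor beads, 10 µg/mL apiece, read by AlphaScreen after 30 min at room temperature.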
AmpC inh no detg: qHTS Inhibitors of AmpC Beta-Lactamase (assay without detergent); Potency, µM (series often up to 57.1 µM), for inactives: at the highest dose activity change, negative = inhibition, hits mostly inhibitors; 330,000 tested, 0.52% active; P00811; AmpC nitrocefin hydrolysis, absorbance 480 nm, 0.0001% Triton;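 note: potency is the fitted concentration of half-maximal effect; plate controls were no compound for no effect and no enzyme for full effect; nearly all actives have a fitted effect of over 20% in size; some results filed as inactive show a strong effect at the top dose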
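20 mM phosphate pH 7.0 + 0.01% (detergent screen) or 0.0001% Triton X-100; 5.3 nM AmpC reagent; cpd preinc 15 min RT; nitrocefin (800 uM stock) to start; A480 q20 s × 4 min; Activity was normalised to no-enzyme and no-compound control wells.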
Sm TGR block: qHTS Assay for the Inhibitors of Schistosoma Mansoni Peroxiredoxins | AID 485364, 2010 | 360,000 tested, 3% active | Potency, µM (highest dose often 114 µM), for the others: top-dose activity change, negative = inhibition, hits mostly inhibitors | purified TGR, DTNB reduction, TNB absorbance 405 nm | Schistosoma mansoni thioredoxin glutathione reductase (TGR), Q962Y6; note: potency is the fitted concentration of half-maximal effect; nearly all actives have a fitted effect of over 60% in size
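First, TGR (20 nM dispensed) and NADPH were mixed with compound. Second, a 15 min room-temperature incubation followed. Third, further NADPH and then DTNB were added to start the reaction. Finally, TNB absorbance was monitored kinetically.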
HCMV antiviral: qHTS Assay for inhibitors of the human cytomegalovirus (HCMV); HFF cells, HCMV-luciferase reporter, 72 h; hits give low values; activity change, negative = inhibition, % at 57.5 µM; 410,000 tested, 4.5% active; AID 1259415, 2018; in the data active = activity change below about -60%; inconclusive = no clear call, values can overlap the other calls; inactive = above about -39%
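Screen run at 2 compound doses on HFFs infected with reporter HCMV, MOI 1 PFU/cell. Luciferase activity from cell lysates at 72 h post infection gave inhibition relative to buffer-only and Salinomycin wells.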
* marks the source's active call; other numbers are inactive results; ? = inconclusive; . = no result given; [ ] = dose if it differs, or a comment. Unless noted, calls come from the whole dose curve; as a rule, active = well fitted curve in the direction sought with a large enough effect; inconclusive = small, poorly fitted or top-dose-only effect, or another doubt; inactive = no such curve, though single readings can be large; an effect the other way counts as inactive or inconclusive. Unless noted, % is set by controls: 0 for no effect and ±100 for the full control effect.

Sequence of screens – AMA1 RON2 block	HCMV antiviral	Sm TGR block	AmpC inh detg	AmpC inh no detg	FBPA Giardia inh
[1] CCOc1cc(/C=N/NC(=O)c2ccc(=O)n(C)c2)ccc1O
→ 18%	-15	9%	-10%	-14%	0%
[2] CCN=C(Nc1ccc2c(c1)OCO2)SC1CC(=O)N(c2ccccc2F)C1=O (stereo unspecified)
→ -5%	-26	0%	-12%	1%	-11%
[3] CCOc1ccc(NC(=O)CC2C(=O)N(c3cccc(OC)c3)C(=O)N2CCOC)cc1 (stereo unspecified)
→ -7%	8	4%	1%	69%	11%
[4] CC(=O)Nc1ccc(C(=O)OCC(=O)NCc2cccs2)cc1
→ 4%	0	1%	5%	-12%	.
[5] O=C(c1ccc(COc2ccc(Cl)cc2)o1)N1N=C(C(F)F)CC1(O)C(F)F (stereo unspecified)
→ 24%	-70*	-1%	-1%	-35%	0%
[6] COc1ccc(CNc2cccc(F)c2)cc1Br
→ 17%	-14	-6%	?	-40%	-18%
[7] Cc1ccc(Cc2nnc3n(-c4cccc(C)c4)nc(C(=O)c4ccccc4)n3c2=O)cc1
→ 1%	-10	0%	-4%	-14%	2%
[8] COc1ccc(CN(C)C(=O)c2cc(S(=O)(=O)N3CCCCCC3)ccc2OC)cc1OC
→ 38%[activator]	18	-12%	4%	109%[activator]	.
[9] COc1ccc(NC(=O)c2ccc3c(c2)NC(=O)CS3)cc1S(=O)(=O)Nc1ccc(Br)cc1
→ -11%	-27	.	3%	?	-27%
[10] CCc1ccc2[nH]c3nc(SCCN4CCOCC4)nnc3c2c1
→ 92%[activator]	-91*	-2%	?	-21%	10%
[11] C/C(=N\Nc1ccccn1)c1ccc(OC(F)F)cc1
→ -3%	34	0%	-1%	0%[2.29 µM]	-19%
[12] C=CCSc1nnc(CSc2nc3sc4c(c3c(=O)[nH]2)CCCC4)n1-c1ccccc1
→ -13%	9	-1%	4%	13%	2%
[13] CCC(Sc1nnc(C)n2c1cc1sccc12)C(=O)Nc1ccccc1F (stereo unspecified)
→ .	-64*	2%	22%	.	.
[14] CC(OC(=O)CCc1cc(C(C)(C)C)c(O)c(C(C)(C)C)c1)C(=O)NC1CC1 (stereo unspecified)
→ -10%	-17	-17%	-14%	144%[activator]	.
[15] COc1ccc([N+](=O)[O-])cc1NC(=O)Cc1ccccc1Cl
→ 1%[2.32 µM]	?	4%	-6%	-14%	0%
[16] O=C(O)CC1=C(O)C(=O)N(c2ccccc2)C1c1ccc(Br)cc1 (stereo unspecified)
→ 8%	-11	?	1%	-29%	14%
[17] CC1Cc2ccccc2N1C(=S)NC(=O)c1cccc(Br)c1 (stereo unspecified)
→ 11%	-21	-22%	-10%	?	24%
[18] COc1cc(OC)cc(C(=O)Nc2cccnc2)c1
→ -6%	-20	-1%	?	-3%	4%
[19] CCOc1ccccc1Oc1c(C)oc2cc(OC(=O)N3CCOCC3)ccc2c1=O
→ -1%	17	1%	-14%	-4%	1%
[20] Cc1ccc(C)c(OCC(=O)N/N=C/c2c(C)nn(-c3ccccc3)c2Cl)c1
→ .	18	-9%	1%	-23%	0%
[21] O=C(CC12CC3CC(CC(C3)C1)C2)NC(=S)NCc1ccccc1
→ 5%	143	-7%	-5%	-18%	-1%
[22] CC1CCN(c2ccc(S(=O)(=O)Nc3cc(C(=O)O)cc(C(=O)O)c3)cc2[N+](=O)[O-])CC1
→ 17%	31	11%	-3%	59%	-13%
[23] COc1ccccc1C(=O)NNC(=O)C(=O)NCc1ccccc1
→ 50%[activator]	-1	.	-1%	-29%	-7%
[24] O=C(CSc1nncc2ccccc12)Nc1ccc(C(=O)O)cc1
→ 0%	-5	-9%	?	-28%	.
[25] CC(C)(C)c1nc2scc(-c3ccc(Br)cc3)c2c(=O)o1
→ -13%	-24	4%	-3%	-24%	-1%
[26] CCN(CC)S(=O)(=O)c1ccc2c(c1)N(CC(=O)N1CCN(c3cc(Cl)ccc3C)CC1)C(=O)CO2
→ .	7	-3%	-6%	.	.
[27] CCOC(=O)c1csc(NC(=O)CSc2nnc(C3CC3)n2C)n1
→ 29%	34	2%	-1%	-15%	2%
[28] CCc1nn(CC(=O)NCc2ccco2)c(=O)c2cc3c(OC)cccc3n12
→ .	11	3%	-8%	.	.
[29] COc1ccc(C(=O)COC(=O)C(CCSC)NC(=O)COc2ccccc2)c(OC)c1 (stereo unspecified)
→ -8%	7	0%	-3%	22%	.
[30] Cc1cc(C)n2c3c(c(C#N)c2n1)CCCC3
→ 18%	16	-4%	-2%	-13%	-9%

Further records:
Sequence of screens – AMA1 RON2 block	HCMV antiviral	Sm TGR block	AmpC inh detg	AmpC inh no detg	FBPA Giardia inh
[31] NC(=O)C1CCN(C(=O)CCSc2ccccc2)CC1
→ -15%	93	?	?	-15%	4%
[32] COc1ccc2[nH]c3c(c2c1)CCN1C(=O)N([C@@H](C)C(=O)NCC2CCCO2)C(=O)[C@]31C (stereo partly specified)
→ -8%	26	-36%	?	17%	2%
[33] Cn1c(=O)cc(OCC(=O)N2CCCc3ccccc32)c2ccccc21
→ -5%	-5	1%	1%	-16%	-6%
[34] COc1ccc(N(C(=O)c2cccnc2)S(=O)(=O)c2ccc3c(c2)n(C)c(=O)n3C)cc1
→ -5%	1	?	4%	-21%	-2%
[35] O=C(NC1CCCCC1)C(c1ccncc1)N(C(=O)c1csnn1)c1ccc(F)cc1 (stereo unspecified)
→ 0%	-14	1%	-4%	-2%	5%
[36] CSCCC(NC(N)=O)C(=O)Nc1cccc(C#N)c1 (stereo unspecified)
→ -14%	-20	2%	4%	59%	5%
[37] O=C(CN1CCCc2ccccc21)NC(=O)NCc1ccco1
→ -2%	31	-31%	-3%	-29%	?
[38] O=C(NC1CCCC1)c1cc(-c2ccccc2)on1
→ -4%	-33	3%	2%	-13%	-1%
[39] CCC(C)NC(=O)Cn1cnc2sc(C)c(S(=O)(=O)N3CCN(c4ncccn4)CC3)c2c1=O (stereo unspecified)
→ -3%	-11	-7%	-17%	-8%[11.4 µM]	8%
[40] CCN(CC)S(=O)(=O)c1ccc(NC2CCN(Cc3ccccc3)CC2)nc1
→ -4%	-28	-10%	-13%	15%	16%
[41] COc1cc(CN2CCC(Cc3ccccc3)CC2)cc(OC)c1OC
→ -23%	51	-14%	?	-2%	-15%
[42] Cc1ccc(NC(=O)C(C)N2CCN(C)CC2)cc1S(=O)(=O)N1CCOCC1 (stereo unspecified)
→ 8%	-4	-1%	-3%	1%	.
[43] Cc1ccc(S(=O)(=O)NCc2ccc(C(=O)N3CCN(c4ccccc4)CC3)cc2)cc1
→ -6%	36	-1%	2%	26%	5%
[44] CCOc1cc2[nH]c(=O)n(Cc3ccccc3)c(=O)c2cc1OCC
→ -7%	10	6%	-1%	-8%	.
[45] Cc1ccc(O)c(-c2cc(C(F)(F)C(F)F)nc(-c3ccccc3)n2)c1
→ -2%	-7	8%	-3%	-18%	2%
[46] O=C1NCCN(Cc2cccc(Oc3ccccc3)c2)C1CC(=O)N1CCCCO1 (stereo unspecified)
→ 0%	-29	-20%	-8%	161%[activator]	-18%
[47] CCNC(=S)N/N=C/c1ccc(OCc2ccc(C(=O)OC)cc2)cc1
→ 23%	-24	-13%	-8%	-17%	-1%
[48] CCCCN(CC)CCCNC(=O)c1cc2cc3ccc(OC)cc3nc2o1
→ 6%	18	-8%	-2%	16%	-8%
[49] O=c1oc2ccccc2c2c1C1O[C@](c3ccsc3)(Cc3ccccc31)O2
→ .	.	11µM*	-11%[22.9 µM]	4.5µM*	18%[12.9 µM]
[50] Cc1ccc(S(=O)(=O)N2CCN(C(=O)c3cc4c(s3)CCCC4)CC2)c(C)c1
→ -6%	8	5%	?	-17%	.
[51] O=C(Nc1cccc(Cl)c1)Nc1nnc(-c2ccncc2)s1
→ 21%	-98*	0%	?	16µM*	-5%
[52] CCOC(=O)C1CCCCN1S(=O)(=O)c1csc(C(N)=O)c1 (stereo unspecified)
→ .	-9	-11%	5%	.	.
[53] COc1ccc(OC)c(NC(=O)c2ccc3c(c2)CCN3S(C)(=O)=O)c1
→ 2%	-22	12%	9%	34%	-5%
[54] O=C(CCCCCCC(=O)c1ccccc1)c1ccccc1
→ 25%	-18	1%[57.1 µM]	2%	-15%	0%
[55] CC(C)OCCCNC(=O)Cc1ccc(Br)cc1
→ 39%[activator]	16	9%	-12%	-2%	6%
[56] CCOc1ccc(-c2nnc3ccc(SCC(=O)Nc4cc(C)on4)nn23)cc1
→ -3%	3	11%	-3%	-19%	2%
[57] Cc1ccc(CCN2C(=O)CCC2(C)C(=O)NCc2cccnc2)cc1 (stereo unspecified)
→ -6%	28	0%	?	1%	1%
[58] Cc1onc(-c2ccccc2)c1NC(=O)Nc1ccc(OC(F)F)cc1
→ -7%	14	0%	0%	122%[activator]	-4%
[59] CCOc1ccc(NC(=O)CC(C)S(=O)(=O)c2ccc3c(c2)NC(=O)CO3)cc1 (stereo unspecified)
→ 1%	-29	-25%	-4%	-23%	-12%
[60] CC(=O)N1CCN(CCN=Cc2c(O)n(-c3ccc(F)cc3)c(=S)[nH]c2=O)CC1
→ 65%[activator]	-25	0%	-17%	-10%	-28%

A portion taken from the entries so far, for reference:
Sequence of screens – AMA1 RON2 block	HCMV antiviral	Sm TGR block	AmpC inh detg	AmpC inh no detg	FBPA Giardia inh
[31] NC(=O)C1CCN(C(=O)CCSc2ccccc2)CC1
→ -15%	93	?	?	-15%	4%
[32] COc1ccc2[nH]c3c(c2c1)CCN1C(=O)N([C@@H](C)C(=O)NCC2CCCO2)C(=O)[C@]31C (stereo partly specified)
→ -8%	26	-36%	?	17%	2%
[33] Cn1c(=O)cc(OCC(=O)N2CCCc3ccccc32)c2ccccc21
→ -5%	-5	1%	1%	-16%	-6%
[34] COc1ccc(N(C(=O)c2cccnc2)S(=O)(=O)c2ccc3c(c2)n(C)c(=O)n3C)cc1
→ -5%	1	?	4%	-21%	-2%
[35] O=C(NC1CCCCC1)C(c1ccncc1)N(C(=O)c1csnn1)c1ccc(F)cc1 (stereo unspecified)
→ 0%	-14	1%	-4%	-2%	5%
[36] CSCCC(NC(N)=O)C(=O)Nc1cccc(C#N)c1 (stereo unspecified)
→ -14%	-20	2%	4%	59%	5%
[37] O=C(CN1CCCc2ccccc21)NC(=O)NCc1ccco1
→ -2%	31	-31%	-3%	-29%	?
[38] O=C(NC1CCCC1)c1cc(-c2ccccc2)on1
→ -4%	-33	3%	2%	-13%	-1%
[39] CCC(C)NC(=O)Cn1cnc2sc(C)c(S(=O)(=O)N3CCN(c4ncccn4)CC3)c2c1=O (stereo unspecified)
→ -3%	-11	-7%	-17%	-8%[11.4 µM]	8%
[40] CCN(CC)S(=O)(=O)c1ccc(NC2CCN(Cc3ccccc3)CC2)nc1
→ -4%	-28	-10%	-13%	15%	16%
[41] COc1cc(CN2CCC(Cc3ccccc3)CC2)cc(OC)c1OC
→ -23%	51	-14%	?	-2%	-15%
